Screening results (PubChem BioAssay)
AddAB inh: growth inhibition of E. coli expressing H. pylori AddAB, primary screen, AddAB inhibitor project, absorbance; inhibition, % at 11.9 µM; AID 435030, 2010; hit rate 0.29% among 330,000; in the data active = inhibition above about 12%;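 also: 0% = vehicle wells of infected cells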
PKA-R1A act: activators of PKA-R1A holoenzyme, primary screen, biochemical, fluorescence polarization, Cy5-IP20, bovine R1A, mouse PKAc | cAMP-dependent protein kinase type I-alpha regulatory subunit (Bos taurus) + … | AID 504707, 2011 | PKA-R1A dissociation; scaled: DMSO 0%, 113 µM cGMP 100% | activation, % at 11.4 µM | hit rate 0.083% among 340,000;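 active = percent activation above the mean of all tested compounds plus 3 SD, cut at about 19% in these data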;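 also: higher means more PKAc released from R1A so a rise in polarization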
E coli growth: E. coli V3065 growth inhibition, primary screen, counter-screen for AddAB inhibitor project, absorbance, OD600; hit rate 0.27% among 330,000; 18 h; inhibition, % at 11.9 µM; AID 449728, 2010;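 active = inhibition above the campaign's mean inhibition across all tested compounds plus 3 SD, cut at about 9.9% in these data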;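 also: uninfected addAB+ strain grown without phage in ampicillin broth; 0% = DMSO wells and 100% = ciprofloxacin 0.95 µg/ml wells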
DSG3 Ab inh: inhibitors of pemphigus antibody binding to DSG3, primary screen, biochemical, bead-based, flow cytometry, scFv-GFP; Desmoglein-3 (Homo sapiens), P32926; DSG3-coupled beads, scFv-anti-DSG3-GFP binding; stronger effect = lower value; binding (percent of control), % at 10 µM; hit rate 0.48% among 310,000;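 active = binding more than 3 SD below its plate's average and above zero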; also: some compounds called inactive have numbers as strong as hits
Target sequence (P32926 whole entry, looked up): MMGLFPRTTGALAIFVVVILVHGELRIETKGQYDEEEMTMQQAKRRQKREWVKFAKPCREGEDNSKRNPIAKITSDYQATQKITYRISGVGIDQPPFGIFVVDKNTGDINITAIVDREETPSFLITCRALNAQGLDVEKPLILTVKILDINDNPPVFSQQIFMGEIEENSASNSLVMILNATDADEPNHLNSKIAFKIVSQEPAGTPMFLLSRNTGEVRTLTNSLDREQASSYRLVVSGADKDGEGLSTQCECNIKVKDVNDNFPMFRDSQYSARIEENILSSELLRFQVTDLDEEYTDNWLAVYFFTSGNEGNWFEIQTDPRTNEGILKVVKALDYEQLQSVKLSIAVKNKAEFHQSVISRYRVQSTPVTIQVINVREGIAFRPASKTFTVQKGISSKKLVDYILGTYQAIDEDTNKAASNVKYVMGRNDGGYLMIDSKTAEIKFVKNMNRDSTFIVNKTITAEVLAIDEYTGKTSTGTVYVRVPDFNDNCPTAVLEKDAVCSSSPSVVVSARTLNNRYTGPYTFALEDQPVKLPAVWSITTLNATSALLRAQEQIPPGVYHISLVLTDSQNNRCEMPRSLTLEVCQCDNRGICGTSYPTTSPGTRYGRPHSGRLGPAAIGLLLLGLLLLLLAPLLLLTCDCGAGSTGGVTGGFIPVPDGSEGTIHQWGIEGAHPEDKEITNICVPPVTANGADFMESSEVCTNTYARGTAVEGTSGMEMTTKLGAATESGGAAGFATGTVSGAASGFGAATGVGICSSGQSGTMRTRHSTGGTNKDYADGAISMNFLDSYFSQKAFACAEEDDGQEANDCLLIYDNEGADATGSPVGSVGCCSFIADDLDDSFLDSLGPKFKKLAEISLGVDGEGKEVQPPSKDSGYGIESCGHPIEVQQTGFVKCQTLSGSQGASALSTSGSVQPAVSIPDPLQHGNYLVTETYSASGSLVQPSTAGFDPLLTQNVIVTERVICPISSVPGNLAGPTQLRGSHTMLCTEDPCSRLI
HTR5A ag: HTR5A agonists in luminescence cell assay, primary screen, counter-screen for OPRM1-OPRD1 heterodimer agonist project, full-deck HTS | 5-hydroxytryptamine receptor 5A (Homo sapiens), P47898 | cell-based | activation, % at 9.3 µM | hit rate 0.61% among 340,000 | AID 504692, 2011; in the data active = activation mostly above about 9.5%, no sharp cut-off; inactive = mostly below about 7.6%;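 also: 0% = cells with vehicle only and 100% = reference agonist; strong numbers were not always called active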
phage Ecoli inh: growth loss of phage-infected E. coli, primary screen, RecBCD inhibitor project, absorbance, with phage, HTS; inhibition, % at 11.9 µM; hit rate 0.26% among 360,000; in the data active = inhibition above about 11%
HTR5A inv ag: HTR5A inverse agonists in luminescence cell assay, primary screen, counter-screen for OPRM1-OPRD1 heterodimer inverse agonist project, full-deck HTS | HTR5A cell line, inverse agonism | inhibition, % at 9.3 µM | hit rate 0.083% among 340,000 | 5-hydroxytryptamine receptor 5A (Homo sapiens), P47898; in the data active = inhibition mostly above about 23%, no sharp cut-off; inactive = mostly below about 18%;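 also: 0% = cells with DMSO and 100% = no-cell wells with DMSO; some compounds called inactive have numbers as strong as hits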
PfHsp90 set2: growth inhibition of PfHsp90-expressing yeast, primary screen, antimalarial PfHsp90 inhibitor project, S. cerevisiae, BacTiter-Glo luminescence, single point, set 2. hit rate 0.32% among 310,000. inhibition, % at 9.4 µM. BacTiter-Glo ATP, 48 h; yeast lacking PDR1 and PDR3 efflux regulators. AID 504621, 2011;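 active = every replicate shows inhibition above about 80%, whatever the replicate mean, limit read from the data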;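 also: 0% = DMSO neutral controls and 100% = 20 µM radicicol positive controls; yeast relying on Plasmodium falciparum Hsp90 in place of its own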
OPRM1-OPRD1 inv: inverse agonists of MOR-DOR heterodimerization, primary screen, cell-based, luminescence | cell-based MOR-DOR heterodimer luminescence, inverse agonism | hit rate 0.21% among 340,000 | Mu-type opioid receptor (Homo sapiens) + Delta-type opioid receptor (Homo sapiens), … | AID 504357, 2011 | inhibition, % at 9.3 µM; in the data active = inhibition above about 22%, passing the limit was not always enough;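 also: 0% = cells with DMSO and 100% = wells without cells with DMSO; values of inactives mirror those of a sister screen read the other way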
Mot1-301 SUMO: yeast Mot1-301 growth rescue at high temperature, primary screen, SUMOylation pathway inhibitor project, S. cerevisiae, ATP luminescence, 38.5C. S. cerevisiae Mot1-301 growth rescue; percent above DMSO median, 100 means doubled. growth rescue, % at 18.8 µM. hit rate 1% among 320,000. AID 2716, 2010;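 active = every valid replicate shows activation above 250% relative to neutral control wells; inactive = the rest, any valid replicate at or below 250%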;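 also: OY570 slx delta 5 strain wells were the positive control but not used for scaling; some compounds called inactive have numbers as strong as hits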
MOR-DOR ag: agonists of OPRM1-OPRD1 heterodimerization, primary screen, cell-based, luminescence; AID 504326, 2011; activation, % at 9.3 µM; hit rate 0.3% among 340,000; Mu-type opioid receptor (Homo sapiens) + Delta-type opioid receptor (Homo sapiens), …; cells; in the data active = activation above about 18%;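 also: 0% = vehicle-treated cells and 100% = reference agonist; values of inactives mirror those of a sister screen read the other way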
* marks the source's active call; other numbers are inactive results; i = inactive; x = not tested or not shown.

SMILES	AddAB inh	PKA-R1A act	E coli growth	DSG3 Ab inh	HTR5A ag	phage Ecoli inh	HTR5A inv ag	PfHsp90 set2	OPRM1-OPRD1 inv	Mot1-301 SUMO	MOR-DOR ag
CC(NC(=O)C1CCN(C(=O)Nc2ccccc2)CC1)c1ccccc1Cl (centres undefined)	2.9	1	3.7	103	1	5.8	-3	-2	10	0	-1.9
CC(C)C(=O)Nc1ccc(N2CCN(c3ccc(F)cc3)CC2)cc1	-0.8	0	-0.4	99	2	1.8	-4	-24	7	-15	-1.2
CC(C)NC(=O)N1c2ccccc2Sc2ccccc21	0.5	-1	1.4	94	-3	1.8	12	9	9	252	-2.0
NC1=NC(=O)/C(=C/c2ccccc2OS(=O)(=O)c2ccccc2)S1	1.8	6	-0.9	114	8	3.9	10	-1	13	243	-2.4
CCOC(=O)c1c(NC(=O)C2CCCN(S(=O)(=O)c3ccccc3)C2)sc2c1CCCC2 (centres undefined)	1.4	-1	0.3	110	4	1.0	-11	-19	3	-18	-0.6
COc1ccc(CCNC(=O)CSc2nc(O)c(CC(C)C)c(=O)[nH]2)cc1OC	0.6	2	-4.5	x	5	1.9	13	15	4	8	-0.9
Cc1cc(N2CCC(C)CC2)nc2cccc(O)c12	1.1	-2	-1.7	103	-11	4.3	28	10	-60	-33	11
COc1ccc(CCNS(=O)(=O)c2cccc(C)c2)cc1OC	-3.2	3	-1.4	94	4	0.5	5	-81	5	-7	-1.0
S=C(NCc1ccc(Cl)cc1)NCc1ccccn1	5.3	-4	2.1	96	-1	2.8	4	8	11	-16	-2.1
Cc1csc(SCC(=O)NC(=O)NC(C)C)n1	-1.4	-10	1.1	95	0	1.8	1	10	9	x	-1.6
COc1ccc(/C=C/c2nc(-c3ccccc3)cc(=O)[nH]2)cc1	1.9	0	-1.6	96	1	2.1	-23	46	-26	-12	5.0
CCOc1ccccc1NC(=O)CSC1=C(C#N)C(c2ccco2)C(C(=O)Nc2nc3ccccc3s2)=C(C)N1 (centres undefined)	1.0	-1	-1.6	91	-4	1.8	12	-2	3	-2	-0.5
Cc1ccccc1NC(=O)CSc1nc2n(n1)CCCCC2	2.9	-10	0.8	102	-5	3.5	16	-5	14	-8	-2.7
Cc1ccc(C(=O)CC(C(=O)O)n2cncn2)cc1 (centres undefined)	x	-10	x	107	4	-2.2	2	-4	11	x	-2.2
COc1ccc(NC(=O)CSC2=NCCN2)cc1	-2.1	0	-0.8	118	1	-0.3	-2	x	1	-17	-0.2
COc1cc(SC)ccc1C(=O)NCCOc1ccc(F)cc1	1.4	-1	-1.5	103	-1	3.8	-6	-21	15	20	-2.8
COc1ccc(-n2nnc3c(SCC(=O)OCc4ccccc4)ncnc32)cc1	3.2	8	0.8	96	8	4.3	-21	1	15	-13	-2.7
CNCCCCOc1ccc(C(C)(C)C)cc1Cl	4.2	-7	-0.1	83	-2	3.9	7	6	-1	-15	0.1
COc1ccc(C(CC(=O)Nc2nccs2)C(C)C)cc1 (centres undefined)	0.2	-13	-4.3	96	0	0.6	0	-20	22	540	-4.6
C=CCN(CC=C)C(=O)c1ccccc1NC(=O)c1ccccc1C	4.3	-22	0.4	102	-2	3.2	-5	-1	12	8	-2.8

Single records, as listed above. Order of screens: AddAB inh | PKA-R1A act | E coli growth | DSG3 Ab inh | HTR5A ag | phage Ecoli inh | HTR5A inv ag | PfHsp90 set2 | OPRM1-OPRD1 inv | Mot1-301 SUMO | MOR-DOR ag
CC(C)C(=O)Nc1ccc(N2CCN(c3ccc(F)cc3)CC2)cc1 reads -0.8 | 0 | -0.4 | 99 | 2 | 1.8 | -4 | -24 | 7 | -15 | -1.2
COc1cc(SC)ccc1C(=O)NCCOc1ccc(F)cc1 reads 1.4 | -1 | -1.5 | 103 | -1 | 3.8 | -6 | -21 | 15 | 20 | -2.8
S=C(NCc1ccc(Cl)cc1)NCc1ccccn1 reads 5.3 | -4 | 2.1 | 96 | -1 | 2.8 | 4 | 8 | 11 | -16 | -2.1

Next structures:
SMILES	AddAB inh	PKA-R1A act	E coli growth	DSG3 Ab inh	HTR5A ag	phage Ecoli inh	HTR5A inv ag	PfHsp90 set2	OPRM1-OPRD1 inv	Mot1-301 SUMO	MOR-DOR ag
COCCn1c(SCc2cccc([N+](=O)[O-])c2)nc2ccccc2c1=O	-0.8	1	-0.5	130	-2	-0.8	7	-29	-2	4	0.4
C/C=C/C(=O)NCCc1ccc(OC)c(OC)c1	4.7	8	0.0	83	7	2.5	14	4	16	-9	-3.2
CC(C(=O)N1c2ccccc2CC1C)N1CCN(S(=O)(=O)c2ccccc2F)CC1 (centres undefined)	1.2	-1	1.8	x	-5	0.2	12	-6	14	0	-3.6
CCn1cc2c(c1-c1cccc(C)c1)c(=O)n(C)c(=O)n2C	0.8	2	-0.7	101	2	2.2	-4	-20	-10	-8	1.8
CCOc1cc([N+](=O)[O-])cc(/C=N/NC(=O)c2c(-c3ccccc3)noc2C)c1O	4.8	-6	0.0	114	-2	x	8	-40	17	-18	-3.1
COC(CNC(=O)c1ccc2c(c1)ncn2-c1cccc(F)c1)OC	-0.2	-5	1.3	104	-4	2.8	11	0	5	i	-0.7
COc1cccc(-n2c(SCC(=O)Nc3ccc4c(c3)CCC4)nc3ccccc3c2=O)c1	2.1	2	-3.0	96	2	4.1	-7	2	12	-5	-2.3
COc1cccc(CC(=O)OC(C)C(=O)Nc2ccc(Cl)cn2)c1 (centres undefined)	1.0	12	0.2	104	-2	5.6	6	x	11	18	-2.2
CC(C)(CO)NC(=S)NCc1ccco1	3.8	x	-1.4	95	x	3.6	x	3	x	2	x
Cc1cccc2cc(C#N)c(SCC(=O)NCC3CCCO3)nc12 (centres undefined)	1.8	1	-1.7	99	1	2.3	-2	-14	7	-36	-1.3
CCCCn1c(/N=C/c2cc(OC)ccc2O)nc2ccccc21	3.2	-4	4.6	96	8	6.2	-30	8	-1	243	0.1
COc1ccc(C(=O)NC2CCN(C(=S)Nc3ccccc3)CC2)cc1	-0.2	7	-0.9	100	-15	2.7	-2	8	5	32	-1.0
O=c1[nH]c(/C=C\c2cccs2)nc(O)c1[N+](=O)[O-]	2.1	6	0.4	102	2	3.4	-4	-2	20	5	-4.0
CC(=O)c1ccc(N=Nc2c(C)[nH]n(-c3ccccc3)c2=O)cc1	1.0	-8	-0.7	102	0	2.3	-10	18	6	14	-1.1
Cc1noc(C)c1COC(=O)CNC(=O)c1ccc(Cl)cc1	1.3	4	-0.1	114	-1	1.9	3	x	8	x	-1.6
COc1ccc(C(=O)CSc2nnc(-c3cc(C)cc(C)c3)o2)cc1	3.5	5	4.2	82	0	3.8	-13	-14	-6	-24	1.1
CC(=O)Nc1ccc2c(c1)nc(CCNC(=O)c1ccccc1)n2C	1.4	-2	-0.7	94	0	2.4	-36	x	11	3	-2.0
CCCC(C(=O)Nc1ccc(S(=O)(=O)N2CCCC2)cc1)c1ccccc1 (centres undefined)	0.3	-5	-2.1	104	-7	3.0	19	-4	-21	x	3.1
O=C(CSc1nnc(-c2ccccc2O)n1-c1ccccc1)Nc1cccc(C(=O)O)c1	3.3	2	4.4	99	-3	4.1	7	-11	10	18	-1.7
CCCC(=O)Nc1c(-c2ccc(OC)cc2)c(=O)c2ccccc2n1C	1.0	-10	2.0	103	3	1.2	-9	-10	11	-2	-1.9
COc1ccc(-c2cc(C)no2)cc1S(=O)(=O)NCC1CCN(Cc2cc(C)ccc2C)CC1	-1.4	-4	-0.8	x	2	3.2	12	2	-8	3	1.5
CCOC(=O)c1c(CN2CCCCC2)oc2ccc(O)cc12	2.6	-7	0.4	101	0	3.6	-19	9	11	-4	-2.5
CC(C)C[C@H](NC(=O)c1[nH]cnc1C(=O)N[C@@H](C)C(=O)OCc1ccccc1)C(=O)OCc1ccccc1	1.2	-2	-0.3	100	1	-3.1	16	-3	-5	-24	0.9
N#C/C(=C\C1=C(N2CCOCC2)C(=C\c2ccc(Cl)cc2)/CC1)C(=O)Nc1ccccc1F	0.5	16	2.3	x	3	2.2	-8	2	-5	-9	1.1
COc1ccc(CC(=O)Nc2ccc3nc(C)sc3c2)cc1OC	0.0	-7	-2.7	90	-4	4.9	10	-36	-3	10	0.5
c1ccc(Oc2ccc(-c3ccnc4ncnn34)cc2)cc1	2.9	-5	-2.7	94	-2	-0.2	5	-13	-3	140	0.5
Cc1nc(-c2nc(-c3c(C(=O)NNC(=O)c4ccc(Cl)cc4)noc3C)cs2)cs1	-1.5	3	-3.7	112	5	0.2	-4	32	11	25	-2.1
O=C(NCC(c1ccco1)N1CCCC1)c1cccc(NS(=O)(=O)c2ccccc2)c1 (centres undefined)	-0.3	-8	-1.5	181	-1	-2.4	-12	-33	-4	-2	0.6
COc1ccccc1OCCNC(=O)c1cccc(S(=O)(=O)N2CCN(C)CC2)c1	1.5	-12	1.8	119	-2	2.7	13	48	13	18	-2.5
O=C(c1cn2ccccc2n1)N1CCc2c([nH]c3ccccc23)C1c1ccccn1 (centres undefined)	2.6	-8	1.6	82	-1	5.5	13	-45	13	3	-2.7
CCn1nc(C)c(NC(=O)CCSc2nc(-c3ccco3)cc(C(F)(F)F)n2)c1C	2.3	-5	0.2	x	7	1.9	0	1	12	-1	-1.9
CCCCN(C(=O)c1cc2ccccc2o1)c1c(N)n(CCCC)c(=O)[nH]c1=O	1.8	-2	-1.2	112	7	2.5	4	-21	1	6	-0.3
COc1ccc(OC)c(NC(=O)N2CCc3ccccc3C2)c1	2.0	-5	0.2	105	2	2.1	9	0	16	1	-2.3
COc1ccc(OC)c(NC(=O)c2nnn(Cc3ccccc3C)c2N)c1	3.7	-8	1.7	x	0	3.1	1	-2	3	17	-0.5
CC(=O)N(C)c1ccc(OCC(O)Cn2c3ccc(Cl)cc3c3cc(Cl)ccc32)cc1 (centres undefined)	-1.3	-2	-2.3	113	10	0.2	-47	98*	-31	6	5.2
NC(=O)NC(Cc1ccccc1)c1ccccc1 (centres undefined)	x	-1	x	103	2	4.1	28	-1	6	x	-1.1
CCCCN(C(=O)CSCC(=O)Nc1ccc(OC)cc1)c1c(N)n(Cc2ccccc2)c(=O)[nH]c1=O	5.0	-14	-0.6	102	-1	1.9	-18	19	18	-12	-3.8
Cc1nc(NC(=O)c2cc3ccccc3o2)ccc1Br	1.3	4	-1.1	113	22*	0.7	-52	-10	-5	-7	0.9
Cc1ccccc1NS(=O)(=O)c1ccc(NS(=O)(=O)c2cccs2)cc1	1.0	-9	-1.3	x	-2	1.5	4	-5	4	199	-0.5
